# DAX1 inh-1: inhibitors of human orphan nuclear receptor DAX1 (NR0B1); P51843; HEK293 Gal4-DAX1 luciferase reporter, luminescence; inhibition, % at 6.75 µM; 0.99% of 340,000 active; AID 504766;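 active = inhibition above the mean over all tested compounds plus 3 SD, cut at about 4.2% in these data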;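 note: 0% = DAX1-transfected cells with DMSO and 100% = empty-vector control cells with DMSO; inhibition shows as a rise in luminescence from relieved DAX1 repression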
# Target sequence (P51843 207-470 limits assumed): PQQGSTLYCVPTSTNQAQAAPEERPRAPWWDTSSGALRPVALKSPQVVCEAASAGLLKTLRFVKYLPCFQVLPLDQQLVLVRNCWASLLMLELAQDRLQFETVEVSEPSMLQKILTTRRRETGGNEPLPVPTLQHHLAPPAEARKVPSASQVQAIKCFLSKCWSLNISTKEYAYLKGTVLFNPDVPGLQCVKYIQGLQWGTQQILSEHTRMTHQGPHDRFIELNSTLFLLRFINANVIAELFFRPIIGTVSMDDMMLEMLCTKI
# GC-B act: GC-B (human) receptor activation; AID 1920062; P20594; 0.11% of 370,000 active; HEK293-GC-B cells, CNP EC30, cGMP TR-FRET; 0% at EC30 CNP, 100% saturating CNP; activation, % at 10 µM;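 active = activation at 10 µM reaching about 35% in either raw or pattern-adjusted values, limit read from the data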
# SMARCA2 activ: increases SMARCA2 function in MMTV reporter cells | MG213 cells, MMTV-luciferase reporter, dexamethasone, overnight | activation, % at 9.1 µM | 1% of 370,000 active; in the data active = activation above about 7.8%;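 note: 0% = vehicle wells and 100% = reference activator wells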
# sPLA2-III inh: Inhibits HGIII-sPLA2 liposome hydrolysis, primary screen. 0.56% of 370,000 active. QFRET BODIPY PC-A2 liposome hydrolysis, fluorescence. AID 743126. inhibition, % at 12.2 µM. Q9NZ20;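 active = inhibition above mean plus 3 SD of compounds lying within the high and low control bounds, cut at about 19% in these data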;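 note: 0% = median of test compound wells and 100% = no enzyme DMSO wells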
# Target sequence (Q9NZ20 whole entry, looked up): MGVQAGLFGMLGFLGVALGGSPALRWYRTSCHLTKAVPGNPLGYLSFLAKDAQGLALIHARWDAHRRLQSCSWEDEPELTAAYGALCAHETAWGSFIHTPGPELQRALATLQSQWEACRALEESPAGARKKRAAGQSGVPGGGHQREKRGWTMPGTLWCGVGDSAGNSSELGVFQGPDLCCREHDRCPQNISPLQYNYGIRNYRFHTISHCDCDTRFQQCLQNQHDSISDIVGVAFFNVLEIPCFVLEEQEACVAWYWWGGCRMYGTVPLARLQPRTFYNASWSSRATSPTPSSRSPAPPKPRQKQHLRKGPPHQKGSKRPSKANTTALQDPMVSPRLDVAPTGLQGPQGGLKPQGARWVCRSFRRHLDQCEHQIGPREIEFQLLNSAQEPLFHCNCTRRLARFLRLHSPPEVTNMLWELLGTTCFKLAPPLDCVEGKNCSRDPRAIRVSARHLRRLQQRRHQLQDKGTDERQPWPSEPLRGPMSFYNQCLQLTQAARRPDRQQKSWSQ
# hcDAF12 agonist: activators of H. contortus DAF-12 nuclear receptor. HEK293 hcDAF-12 lit1-tk-luc reporter, luminescence; 0% DMSO, 100% Δ7-dafachronic acid. activation, % at 6.8 µM. 1.4% of 370,000 active;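 active = activation above the mean of all tested compounds plus 3 SD, cut at about 5.5% in these data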;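 note: 100% = response to 3 µM Δ7-dafachronic acid high control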
# ssDAF-12 act: S. stercoralis DAF-12 activation, primary screen; activation, % at 6.8 µM; 1% of 370,000 active; AID 652126; HEK293 ssDAF-12/GRIP1 lit1-tk-luc reporter, luminescence; % of 3 µM dafachronic acid response;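 active = activation above the mean over all tested compounds plus 3 SD, cut at about 0.9% in these data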;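 note: 0% = DMSO-only wells and 100% = 3 µM delta7-dafachronic acid wells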
# GAA850 FXN act: frataxin GAA850 promoter activation. HEK293 lucGAA850 FXN promoter luciferase reporter, 24 h; percent of 10 µM SAHA response. activation, % at 6 µM. 0.56% of 360,000 active. AID 540364;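 active = activation above the average of all compounds screened plus 3 SD, cutoff fixed separately per campaign, cut at about 7.5% in these data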;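 note: 0% = DMSO wells and 100% = 10 µM SAHA wells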
# GC-A act: GC-A (human) enzyme activation; 0.14% of 370,000 active; activation, % at 10 µM; AID 1671463; HEK293 GC-A cells, cGMP TR-FRET, EC30 ANP; 0% at EC30 ANP, 100% saturating ANP; P16066; in the data active = activation above about 40%
# proKLK7 act: activators of human kallikrein-7 zymogen | P49862 | purified proKLK7, EDANS-DABCYL substrate fluorescence; 100% is mature enzyme control, 0% vehicle | activation, % at 7 µM | 0.9% of 370,000 active;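 active = activation above the mean of all tested compounds plus 3 SD, computed per campaign excluding outliers beyond control limits, cut at about 13% in these data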
# Target sequence (P49862 whole entry, looked up): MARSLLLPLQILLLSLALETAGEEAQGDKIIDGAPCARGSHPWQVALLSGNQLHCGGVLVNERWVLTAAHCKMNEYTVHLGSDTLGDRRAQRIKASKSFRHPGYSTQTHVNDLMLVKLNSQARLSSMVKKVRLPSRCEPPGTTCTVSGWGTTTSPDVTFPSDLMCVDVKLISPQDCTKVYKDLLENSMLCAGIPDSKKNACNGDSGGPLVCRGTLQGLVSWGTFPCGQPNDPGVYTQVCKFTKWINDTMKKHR
# DAX1 inh-2: blocks DAX1 repression of SF-1 activated StAR promoter. inhibition, % at 6.8 µM. AID 652010. HEK293T StAR-luciferase reporter, SF-1/DAX-1 repression relief. 1.1% of 370,000 active;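 active = inhibition above the mean over all tested compounds plus 3 SD, cut at about 3.6% in these data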;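 note: 0% = DAX-1 cells with DMSO and 100% = cells lacking DAX-1 with DMSO; higher inhibition means more luminescence from relief of DAX-1 repression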
# hgDAF-12 ag: agonists of H. glycines DAF-12 nuclear receptor; HEK293 GAL4-hgDAF12 UAS-luciferase reporter, agonist luminescence; normalized to butyrate control; activation, % at 6.8 µM; 1.8% of 370,000 active; AID 687014;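 active = activation above a cutoff set at the mean of all screened compounds plus 3 SD, cut at about 10% in these data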;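 note: 0% = DMSO wells and 100% = sodium butyrate wells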
# Numbers without * were called inactive; · = no result given.
# Screens in order – DAX1 inh-1, GC-B act, SMARCA2 activ, sPLA2-III inh, hcDAF12 agonist, ssDAF-12 act, GAA850 FXN act, GC-A act, proKLK7 act, DAX1 inh-2, hgDAF-12 ag
> CC1(CCCN2C(=O)c3ccccc3C2=O)OCCO1
    ·, 4, 10*, -4, -0.7, -0.4, -0.5, 2, 0.5, -0.3, 3.4
> Cc1cccc(NS(=O)(=O)c2ccc(C(=O)N3CCCC3)cc2)c1C
    -2.4, -7, 0, 1, 0.0, -1.4, 0.9, 1, 0.1, 1.6, -0.8
> O=C(Nc1cccc(-c2ccc(N3CCOCC3)nn2)c1)c1ccc(F)cc1F
    0.9, -6, 0, 8, 1.3, -0.4, 2.7, 1, 0.2, 2.3, 4.0
> Cc1cc(C(F)(F)F)nc(Nc2nc(C)c3ccccc3n2)n1
    -0.2, 0, -3, -1, -0.9, -0.8, -1.7, 0, -0.4, 0.3, -2.1
> N#CCSc1nc2ccccc2c2nc3ccccc3n12
    0.4, 10, 6, -3, -1.2, 0.0, 3.3, 8, -3.9, -0.3, 0.8
> Cc1cc(NC(=O)CSc2nnc3ccc(-c4ccc(F)cc4)nn23)no1
    -0.6, -6, -1, 4, -1.0, 0.0, 2.0, 0, 0.8, 0.7, -0.1
> CC(C)CC(NC(=O)C(CC(C)C)NC(=O)OC(C)(C)C)C(=O)O (configuration not stated)
    1.6, 2, -2, 7, -2.0, -1.3, 1.7, 0, -0.1, 0.2, -0.3
> Cc1ccc(NC(=O)Nc2nnc(-c3ccncc3)s2)cc1
    -0.4, 7, -2, -12, -1.5, -0.4, 0.4, 5, -0.3, -0.6, 0.6
> CC(=O)c1ccc(OCC(C)Oc2ccc(C#N)cc2)cc1 (configuration not stated)
    -0.1, -1, -7, 3, -2.2, -1.4, 0.5, 2, 0.2, -0.2, 0.6
> Cc1onc(-c2ccccc2Cl)c1C(=O)NCc1ccccc1F
    -0.2, 0, -1, 2, -1.8, -0.7, 0.8, -1, -0.4, -0.5, -1.4
> O=C(NCc1ccc(N2CCCC2=O)cc1)Nc1cccc(Cl)c1
    -1.7, 2, -1, -10, -4.3, -2.2, -5.4, 3, -0.1, -1.0, -3.9
> O=C(O)c1cccc(C(=O)O)c1
    3.4, 3, 2, 1, -1.0, -1.0, -0.5, 2, -0.4, 0.7, -2.6
> COc1ccc(Cl)cc1NC(=O)C12CCC(C)(C(=O)O1)C2(C)C (configuration not stated)
    0.3, 4, -3, 1, -0.2, -0.8, 0.3, 3, -0.1, -0.5, -2.5
> Cc1ccc(S(=O)(=O)NC(=O)Nc2cccc(S(=O)(=O)N(C)C)c2)cc1
    0.3, 3, -4, 10, 0.7, -1.3, 2.5, 2, 0.2, -1.5, 1.6
> O=C(O)c1ccccc1-n1cnnn1
    1.6, -1, -2, 4, -1.0, -1.3, -0.9, 0, 0.2, 0.7, -0.7
> CCCCCCCNC(=O)C1(CC2CC(c3ccc(Cl)cc3)=NO2)CCN(C(=O)CCCCCBr)CC1 (configuration not stated)
    -0.1, -3, 3, -25, 0.3, -1.0, 2.5, -3, 0.6, -0.1, 1.5
> Cc1nc2sc(C(c3cccc(F)c3)N3CCCCC3)c(O)n2n1 (configuration not stated)
    -0.6, -5, 2, -7, -1.5, -1.4, -0.4, -1, 0.3, -0.5, 0.8
> O=C(C[C@H]1C/C=C\C[C@@H](NC(=O)OCC2c3ccccc3-c3ccccc32)C(=O)O[C@@H](c2ccccc2)CNC1=O)N[C@H](CO)Cc1ccccc1
    1.0, 1, 0, -38, 0.2, -1.1, -3.0, -4, -0.3, -0.6, 0.0
> C=C[C@@H]1c2cccc(C)c2N(S(=O)(=O)c2ccc(C)cc2)[C@H](c2ccc(OC(C)=O)cc2)C1(C#N)C#N
    0.2, 0, -1, -1, 0.8, -0.9, 4.5, 0, -1.4, -0.6, -1.5
> N#CCCN1CCN(C(=O)c2c(N)no[n+]2[O-])CC1
    0.7, 5, 2, -2, -0.9, -2.3, 0.4, 0, -0.1, 2.9, -2.2
> CCOC(=O)Nc1sc2c(c1C(N)=O)CCC(C)C2 (configuration not stated)
    -0.8, -2, -1, 1, -1.3, -1.0, 3.0, -2, 0.5, 0.2, -2.3
> Cc1[nH]c2ccccc2c1C(=O)C(=O)NCc1nnnn1-c1ccc(F)cc1
    0.5, 0, -3, -1, -1.2, -1.2, -0.2, 2, 0.1, 0.0, 2.8
> O=C(O)c1ccc(/C=N/N2CCN(Cc3ccccc3)CC2)cc1
    3.4, -1, -2, -2, 0.1, -1.3, -3.0, 0, -0.2, -0.6, -0.6
> CS(=O)(=O)N(CCc1ccccc1)CC(=O)N1CCCCC1
    -0.5, -2, -2, 4, -1.3, -1.0, 0.9, 3, -0.9, -1.0, -0.6
> Fc1ccc(C2=Nn3c(nnc3-c3ccco3)SC2)cc1
    1.3, 3, -2, 3, -1.4, -1.6, 0.9, 7, -0.1, -0.7, -0.7
> Cc1cc(C)c(S(=O)(=O)Nc2ccccc2-c2ccccc2)c(C)c1
    -0.6, -5, -4, -25, -3.9, -1.4, 1.4, -9, 0.6, -0.2, -1.1
> O=C(Nc1cc2c(cc1Cl)OCCCO2)c1ccco1
    1.6, -3, 4, 7, 4.0, -0.3, 0.2, 0, 0.7, 2.8, 9.1
> Cc1ccc(N=C/C(C(=O)C(F)(F)F)=C(\O)c2ccco2)cc1Cl
    1.8, -1, 4, -3, 18*, 1.4*, 6.0, 4, -0.1, 5.2*, 16*
> CCc1ccc(CNC(=O)CCCn2nc(C)n3ccnc3c2=O)cc1
    -0.3, -1, -2, -4, 0.3, -1.1, -1.2, 0, 0.1, -1.0, -1.8
> Cc1occc1-c1nnc(SCC(=O)NC2CCCC2)n1C
    1.9, 2, -2, 3, 0.8, -0.5, 0.1, 2, 0.1, 0.2, 0.3
> O=S(=O)(/N=C(/Nc1ccc(Cl)cc1Cl)c1ccccc1)c1cccs1
    1.2, -2, 1, -10, -0.5, -1.0, 0.3, -3, 0.0, -0.1, -1.4
> Cc1c(Br)c([N+](=O)[O-])nn1CCCC(=O)Nc1c(C)n(C)n(-c2ccccc2)c1=O
    -0.2, 2, -2, 0, -1.5, -1.0, -0.7, 3, 0.5, 0.1, -1.5
> S=C(NCc1ccccc1)Nc1nccs1
    0.8, 7, 0, 10, 0.1, -1.4, 0.5, 3, 0.5, -0.6, 0.1
> COc1ccc(CNC(=O)COC(=O)C2CC3C=CC2C3)cc1 (configuration not stated)
    0.7, 4, -1, 1, 1.6, -0.2, -0.6, 1, -0.2, -0.8, 1.2
> Cc1ccc(NC(=O)C2CCN(c3cnccn3)CC2)cc1C
    0.8, 0, 3, -1, -2.6, -1.6, 1.0, 1, -0.3, -0.4, 0.8
> O=C(NCCC1=CCCCC1)C1CCN(S(=O)(=O)c2cccc3nonc23)CC1
    ·, 1, 1, -5, -0.1, -1.0, ·, 4, 1.0, 0.3, 1.8
> COc1ccc(N2CC(NC(=O)NCC(C)C)CC2=O)cc1 (configuration not stated)
    -0.3, 0, 0, 2, 2.7, -1.5, 0.1, 0, 0.3, 0.1, 1.7
> CCCCC(=O)Nc1nc2ccc3nc(C)sc3c2s1
    0.8, -3, -1, -14, -0.4, -0.8, -0.9, -10, 0.3, 1.4, 6.8
> Cc1onc(-c2ccccc2Cl)c1C(=O)N1CCCCC1C (configuration not stated)
    1.0, 0, 2, 7, -1.8, -1.1, -1.4, 1, 0.3, 0.0, 2.1
> CC(=O)CCc1ccc(OCC(O)CNC2CCCc3ccccc32)cc1 (configuration not stated)
    0.3, 0, 1, -7, -1.3, -1.5, -3.0, -3, -0.5, 0.2, -0.3
> Cc1ccc(OCc2nc(-c3cccnc3)no2)cc1C
    -0.2, -1, 1, -3, -0.1, -1.2, 4.9, 5, -1.2, -0.8, 6.5
> O=C(COc1ccccc1)N/N=C/c1ccc([N+](=O)[O-])o1
    -1.9, 0, -3, 4, -2.2, -1.1, 1.5, -1, 0.2, -2.4, -5.7
> COc1ccc(OC)c(/C=N/NC(=O)c2cccc3ccccc23)c1
    -3.2, -10, -2, 0, -0.2, -0.5, -0.4, -10, 4.6, 0.0, -0.2
> Cc1cc(C)n2nc(C(=O)OCC(=O)N3CC(C)CC(C)C3)nc2n1 (configuration not stated)
    1.0, 4, -1, -1, -0.1, -1.0, -0.5, 0, -0.5, -0.3, -0.9
> COc1cc(/C=C2\C(=O)ON=C2c2ccc(Cl)cc2)ccc1O
    ·, 11, -1, -4, 1.1, -1.3, ·, 18, 0.2, 0.2, -1.9
> O=C(NCc1ccccn1)c1ccc(Cl)c(S(=O)(=O)Nc2ccccc2C(=O)NCc2ccccn2)c1
    -0.4, 6, 0, -3, 0.4, -0.3, 1.9, -5, -0.5, -0.2, 4.7
> O=C(NCc1cccs1)c1csc([C@H]2C[C@H](O)[C@@H](CO)O2)n1
    ·, 3, 0, 10, 1.6, -1.5, 1.5, 2, 0.8, 0.5, 1.2
> S=C(NN=Cc1ccc2c(c1)OCO2)NN=Cc1ccc2c(c1)OCO2
    0.4, 3, 4, -2, 1.6, -1.4, 2.4, -3, 0.3, -1.4, -0.7
> Cc1c(OCC(=O)NCCCN2CCOCC2)ccc2c3c(c(=O)oc12)CCCC3
    0.3, 1, 2, 1, -0.1, -1.4, -0.3, 0, -1.3, -0.1, 0.3
> CCCCn1c(N)c(N(CC(C)C)C(=O)COc2cc(C)ccc2Cl)c(=O)[nH]c1=O
    -0.3, -5, -1, -3, 0.0, -0.5, 2.7, 3, 0.1, -0.6, -1.8
> CCCOc1ccc(/C=C/C(=O)NC2CCCCC2)cc1
    3.0, 5, 1, 6, -0.1, -1.3, 2.8, 4, 0.1, 0.1, 2.1
> C/C=C\C=C/C(=O)Nc1cccc(C2=NOC3(C2)C[C@H](C(N)=O)N(C(=O)Cc2ccc([N+](=O)[O-])cc2)C3)c1 (some centres not stated)
    -1.1, 2, 1, -20, -1.5, -1.3, 0.0, 3, 0.9, -0.2, 3.1
> CC(=O)c1cccc(NC(=O)c2c(F)c(F)c(F)c(F)c2F)c1
    1.0, 2, 0, -5, -2.7, -0.8, 0.4, 1, 0.2, -0.7, 0.6
> Cc1ccc(NC(=O)c2ccc(Cl)c(N3C(=O)C=CC3=O)c2)cc1
    2.6, -5, 5, 6, 3.4, 0.5, 5.9, 7, -0.2, 3.8*, 14*
> CCC(c1nnc(SCC(=O)Nc2nnc(-c3ccccc3)o2)n1Cc1ccccc1)N(C)C (configuration not stated)
    2.6, 2, 1, -8, 0.4, -1.4, -2.7, -2, 0.2, -0.3, 1.4

# By substructure, the entries above with a thiophene ring, fused or not.
# Screens in order – DAX1 inh-1, GC-B act, SMARCA2 activ, sPLA2-III inh, hcDAF12 agonist, ssDAF-12 act, GAA850 FXN act, GC-A act, proKLK7 act, DAX1 inh-2, hgDAF-12 ag
> CCOC(=O)Nc1sc2c(c1C(N)=O)CCC(C)C2 (configuration not stated)
    -0.8, -2, -1, 1, -1.3, -1.0, 3.0, -2, 0.5, 0.2, -2.3
> O=S(=O)(/N=C(/Nc1ccc(Cl)cc1Cl)c1ccccc1)c1cccs1
    1.2, -2, 1, -10, -0.5, -1.0, 0.3, -3, 0.0, -0.1, -1.4
> O=C(NCc1cccs1)c1csc([C@H]2C[C@H](O)[C@@H](CO)O2)n1
    ·, 3, 0, 10, 1.6, -1.5, 1.5, 2, 0.8, 0.5, 1.2

# High-throughput results deposited in PubChem BioAssay by several laboratories.
